Screens: PubChem BioAssay, several laboratories
RAM network inh = blocks the yeast RAM network. S. cerevisiae dse1pr::URA3 reporter, 5-FOA growth OD615, 2 d; analog-sensitive cbk1-as2 kinase mutant strain. inhibition, % at 50 µM. 190,000 tested, 1.8% active. AID 868;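 active means inhibition above a set limit, 3 SD over mean compound inhibition, cut at about 8.4% in these data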;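 further: 0% = DMSO-only wells with no growth and 100% = 10 µM 1-NA-PP1 full growth; inhibition rescues growth on 5-FOA so higher OD means more RAM inhibition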
TNAP inh hiacc = blocks human TNAP under high phosphate acceptor concentration; P05186; purified TNAP, CDP-star luminescence, 1 M DEA; inhibition, % at 20 µM; 200,000 tested, 0.03% active; AID 1135;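 active means over 50% inhibition of tissue-nonspecific alkaline phosphatase at 20 µM in the single-dose screen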;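 further: plate controls were DMSO wells for no effect and EDTA-quenched wells as full inhibition for full effect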
Target sequence (P05186 whole entry, looked up): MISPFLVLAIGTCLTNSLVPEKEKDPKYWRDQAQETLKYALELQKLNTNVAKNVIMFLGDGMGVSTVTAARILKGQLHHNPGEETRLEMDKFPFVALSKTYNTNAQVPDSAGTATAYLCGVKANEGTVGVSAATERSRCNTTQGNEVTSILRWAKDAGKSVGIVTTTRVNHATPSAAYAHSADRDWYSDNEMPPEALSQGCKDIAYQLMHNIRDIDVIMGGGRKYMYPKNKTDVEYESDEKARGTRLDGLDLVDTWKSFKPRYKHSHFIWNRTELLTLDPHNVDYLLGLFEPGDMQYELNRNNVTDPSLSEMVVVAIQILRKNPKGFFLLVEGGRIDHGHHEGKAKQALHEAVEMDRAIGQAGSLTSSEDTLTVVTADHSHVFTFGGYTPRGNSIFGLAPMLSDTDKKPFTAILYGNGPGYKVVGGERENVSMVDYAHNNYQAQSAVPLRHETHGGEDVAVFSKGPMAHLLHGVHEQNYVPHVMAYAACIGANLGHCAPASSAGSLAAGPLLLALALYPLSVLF
L major viab = reduces viability of Leishmania major promastigotes | inhibition, % at 10 µM | 200,000 tested, 9% active | resazurin fluorescence viability | AID 1063; in the data active means inhibition above about 50%;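 further: promastigotes grown with compound for 44 hours at 28 °C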
PMI activator = phosphomannose isomerase (human) activation. AID 1214. purified human PMI, coupled resazurin fluorescence, 20 min; active compounds read high; 1 = vehicle control, 0 substrate-free wells. 190,000 tested, 0.005% active. activation factor at 20 µM;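 active means activation factor of 2 or more at 20 µM, relative to plate controls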
TNAP inh noacc = TNAP (human) inhibition, acceptor-free conditions | purified TNAP, CDP-star luminescence, 30 min | inhibition, % at 20 µM | 200,000 tested, 0.26% active | AID 1012;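 active means tissue-nonspecific alkaline phosphatase inhibition above about 50% at 20 µM in the single-dose screen, limit read from the data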;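 further: 0% = DMSO negative control and 100% = EDTA positive control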
PMI act satM6P = PMI (human) activation, high substrate; 190,000 tested, 0.34% active; activation factor at 20 µM; P34949; coupled PMI enzyme assay, resazurin fluorescence, 20 min; active compounds read high; 1 = untreated enzyme, 0 = substrate-free blank; AID 1216;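 active means activation factor of 2 or more at 20 µM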
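Test system: human PMI in coupled enzyme assay; Input: PMI at 15 ng/mL final; Medium: HEPES buffer, pH 7.4; Schedule: 20 min incubation at room temperature; Technique: resorufin fluorescence at Ex 544/Em 590 nm; Compound: 20 µM single dose; Probe or stimulus: Near-saturating mannose-6-phosphate, 1.0 mM.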
Efa HMGR inh = blocks class II HMG-CoA reductase of Enterococcus faecalis; inhibition, % at 10 µM; purified E. faecalis HMGR, NADPH absorbance 340 nm kinetic; AID 1066; 190,000 tested, 0.41% active;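 active means inhibition above a set limit, the median over all tested compounds plus 3 SD, cut at about 9.5% in these data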;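 further: enzyme runs in reverse so mevalonate oxidation gives rising NADPH absorbance; 0% = complete reaction with DMSO and 100% = background rate lacking mevalonate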
Redox H2O2 prof = compounds producing H2O2 with reducing agent – biochemical, NIH compound library profiling, artefact control for MLSCN library redox annotation, primary screen; DTT-dependent redox cycling H2O2, phenol red/HRP absorbance; 100% = 100 µM peroxide control, 0% = buffer; activation, % at 10 µM; 200,000 tested, 0.03% active;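 active means activation of at least 50% relative to the plate's high and low controls in the primary single-dose screen; inactive means activation below 50%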;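 further: compound incubated with DTT at 0.8 mM final as the reducing agent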
S1P3 antag = S1P3 (human) receptor antagonism | 170,000 tested, 0.27% active | inhibition, % at 4.98 µM | CHO S1P3 NFAT-BLA reporter, FRET fluorescence, antagonist mode;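 active means inhibition above the plate cutoff, the mean inhibition of test wells on that plate plus 3 SD, cut at about 28% in these data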;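 further: cells challenged with S1P at its EC80 of 0.8 µM; blue over green emission ratio from cleaved BLA substrate after 4 h stimulation; 0% = S1P-stimulated wells and 100% = unstimulated DMSO-only wells; some compounds past the cut are filed as inactive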
Target sequence (Q99500 whole entry, looked up): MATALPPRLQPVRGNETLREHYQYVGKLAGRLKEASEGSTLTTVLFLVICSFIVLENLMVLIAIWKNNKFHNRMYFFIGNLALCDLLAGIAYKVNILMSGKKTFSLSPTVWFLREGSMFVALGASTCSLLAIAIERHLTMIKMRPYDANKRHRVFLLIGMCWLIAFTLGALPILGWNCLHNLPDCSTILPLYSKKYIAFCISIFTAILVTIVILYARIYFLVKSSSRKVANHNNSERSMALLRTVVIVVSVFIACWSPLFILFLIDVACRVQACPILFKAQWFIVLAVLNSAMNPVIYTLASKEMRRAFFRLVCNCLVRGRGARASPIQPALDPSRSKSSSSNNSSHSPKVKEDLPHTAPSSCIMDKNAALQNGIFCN
Hsp70 act = transcriptional activators of Hsp70; HeLa Hsp70 promoter luciferase reporter, luminescence; scaled: vehicle 0, proteasome-inhibitor control 100%; activation, % at 10 µM; 200,000 tested, 0.04% active;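 active means activation above the mean across all tested compounds plus 3 SD, cutoff set per campaign, cut at about 5.5% in these data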;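 further: 100% = MG132 at 30 µM as the positive control and 0% = DMSO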
Active calls of the source: *; · = no result given. Random draw from the library. Share with any hit: about 12%.

compound,RAM network inh,TNAP inh hiacc,L major viab,PMI activator,TNAP inh noacc,PMI act satM6P,Efa HMGR inh,Redox H2O2 prof,S1P3 antag,Hsp70 act
O=C1CCC/C1=C\c1ccccc1,0.8,-3,-3,1.1,-11,1.1,-5,-0.1,-10,-0.1
CCOc1ccc(NC(=S)NCCCn2ccnc2)cc1,-1.7,1,83*,0.9,-1,1,3,0.2,-5,-0.1
COc1cc(=O)[nH]c(SCc2c(F)c(F)c(F)c(F)c2F)n1,2.0,-6,7,1,-16,1,1,-0.9,-13,0.1
Cc1ccc(NC(=O)c2ccc(CSc3nnc(-c4ccncc4)n3C)cc2)cc1,6.7,-4,-2,1,-9,0.9,1,-1.9,·,0.1
CN(C(=O)C(Cl)Cl)c1ccc(OC(=O)c2ccco2)cc1,1.0,-7,-1,1,-12,0.9,-3,-0.8,-25,-0.4
c1ccc2c(NCC3CCCO3)nc(N3CCOCC3)nc2c1 (centres undefined),4.5,-3,9,·,-4,·,2,-0.2,-23,-0.1
Cc1ccc(OCC2Cn3c(nc4c3c(=O)[nH]c(=O)n4C)O2)cc1 (centres undefined),2.5,-4,-3,1,-8,1,-1,1.6,·,-0.2
CCOC(=O)C1=C(C)NC(=O)NC1c1ccsc1 (centres undefined),4.6,0,0,1,-8,1,-3,0.7,·,0.2
CNc1nc2c(C)cccn2c(=O)c1C=Nc1ccc(OC)cc1,5.5,3,2,0.9,-2,0.6,-5,0.1,-14,-0.1
COc1ccc(N(C)S(=O)(=O)c2cccc(C(=O)NC3CCCCCC3)c2)cc1,5.0,-8,13,0.9,-13,0.9,4,-0.4,-1,-0.3
c1ccc(-c2csc(N3CCSCC3)n2)cc1,0.0,-2,-3,1.1,-19,1.1,6,-0.9,-8,0.7
CN(CC(O)Cn1c2ccccc2c2ccccc21)S(C)(=O)=O (centres undefined),1.4,-1,5,0.9,-2,0.9,-3,-0.3,-3,-0.4
O=C(CN(c1ccccc1)S(=O)(=O)c1ccccc1[N+](=O)[O-])Nc1ccccc1C(=O)N1CCOCC1,2.8,2,0,1,-6,1,-1,-0.3,-29,-0.4
O=C(NCc1ccc2c(c1)OCO2)c1ccc(CS(=O)(=O)c2ccc(Br)cc2)o1,8.4,-4,5,1,18,1,0,-0.7,-14,0.5
O=C(CN1CCCc2ccccc21)N/N=C/c1ccccc1,2.4,-1,12,0.9,-9,0.9,-4,0.4,7,-0.3
COc1ccc(C2=NN(C(=O)CN3CCCCC3)C(c3ccc(C)cc3)C2)cc1 (centres undefined),1.4,-3,73*,1,-13,1,0,-0.8,-8,-0.3
CC1CCCN(c2nc(-c3cccnc3)nc3scc(-c4ccccc4)c23)C1 (centres undefined),5.8,5,38,0.8,8,0.9,1,1.5,-11,-0.1
COc1ccc(C(=O)N2CCN(C(=O)Cc3ccccc3)CC2)cc1OC,2.6,-5,-1,1,-9,1,-2,-0.3,-63,0.1
COc1cc(/C=N/NC(=O)c2cccnc2)ccc1OC(=O)c1ccco1,-0.6,-1,-5,0.9,-8,1,-5,-3.6,·,-0.4
COC(=O)c1sc(NC(=O)Cc2cccs2)nc1C,-0.3,-3,37,0.9,-8,0.9,-5,-0.5,-18,-0.1
COc1ccc(/C=N/NC(=O)CC(=O)NCc2cccnc2)c(OC)c1,0.3,-2,44,1,7,1,0,-0.1,-11,-0.2
Cc1nn(-c2ccccn2)c2nc(-c3cccs3)cc(C(=O)N3CCOCC3)c12,-0.1,-8,84*,1,-13,1,-3,1.1,-5,-0.1
COc1cccc(/C=N/NC(=O)c2ccccc2N(Cc2ccccc2)S(=O)(=O)c2ccccc2)c1OC,0.3,1,91*,0.9,-3,1,-7,2.1,·,-0.1
O=c1[nH]c2cc3c(cc2cc1CN(Cc1cccs1)Cc1nnnn1Cc1ccco1)OCCO3,3.6,-5,0,1,-10,0.7,2,-0.7,-22,-0.3
CN(C)/C=C1\C(=O)N(c2ccc([N+](=O)[O-])cc2)N=C1c1ccccc1,2.7,4,-9,0.8,1,0.8,-2,1.7,·,0.2
CC1CCc2c(sc3nc(CN4CCN(S(=O)(=O)c5ccccc5[N+](=O)[O-])CC4)[nH]c(=O)c23)C1 (centres undefined),5.1,-2,1,0.8,-3,0.9,-1,0.7,1,-0.4
CCCOC(=O)c1ccc(OC(=O)c2ccco2)cc1,-1.2,-3,-6,0.9,-10,0.8,-2,2.0,-18,-0.5
CCN(CC)S(=O)(=O)c1ccc(C(=O)NCCCN=C2NS(=O)(=O)c3ccccc32)cc1,0.3,-3,-2,1.1,-3,1.1,-3,-0.3,·,-0.2
COc1cc(NC2=Nc3cccc4cccc2c34)cc(OC)c1OC,2.9,-1,56*,1,-9,0.9,-2,0.0,3,-0.4
O=C(Cc1ccccc1)Nc1ccc(C(=O)O)cc1,1.4,-3,-7,1.2,-8,1.1,0,0.0,15,-0.5
Cc1[nH]c2ccccc2c1NC(=O)CN1CCN(c2cccc(C(F)(F)F)c2)CC1,-0.1,-6,8,0.8,-6,1,-4,3.4,0,-0.4
Cc1ccccc1SCc1noc(C(=O)NCC2CCCO2)c1C(=O)O (centres undefined),-0.1,-2,-7,1.1,-11,1.1,-3,14,·,-0.3
Cc1ccc(CN(C)CC(=O)Nc2cccc([N+](=O)[O-])c2)o1,0.1,0,9,1,-4,0.9,0,0.9,-19,0.2
COc1ccc(N2C(=O)C(CC(N)=O)N(NC(=O)c3cccc(OC)c3)C2=S)cc1 (centres undefined),-0.1,-7,-3,1,-12,1,-1,-0.3,0,0.1
Cn1cc(-c2cccc(Cl)c2)cc(C#N)c1=O,1.4,-3,12,1,-12,1,0,-0.4,-3,-0.2
O=C1CC(c2cccs2)CC(O)=C1C=NCCN1CCNCC1 (centres undefined),1.2,-4,-2,1.1,4,0.9,3,-0.1,7,-0.3
CC(C)Cn1c(N)c(C(=O)COC(=O)C2CC(=O)N(Cc3ccccc3Cl)C2)c(=O)n(C)c1=O (centres undefined),-0.1,-3,2,1.1,-2,1.1,-1,-0.7,19,-0.3
CC(=O)Nc1ccc(-n2c(=O)c3ccccc3c3ccccc3c2=O)cc1,5.4,-5,-3,1,-11,1,-3,0.2,-14,-0.4
CC(=O)NN1C(=O)/C(=C/c2ccc(C(C)C)cc2)SC1=S,3.9,0,-6,0.8,-31,1,-1,0.1,7,-0.2
CCc1ccc(OC(=O)c2ccn(CC)n2)cc1,-0.3,-7,0,0.9,-11,0.9,-5,0.4,0,-0.1
O=C(Cc1ccccc1)Nc1ccc(Br)c(Cl)c1,2.4,-9,5,1.1,-3,1,-5,0.1,27,-0.1
C=CCn1c(-c2csc(-c3ccc(OC)c(OC)c3)n2)n[nH]c1=S,2.1,-5,-7,1.1,-37,1,0,-2.2,-12,-0.3
CCC(C)(C)c1ccc(Oc2ccc(NC(=O)COC(=O)C3=COCCO3)cc2)cc1,13*,-6,3,0.9,-11,1,-4,0.0,·,-0.7
COCCOCC(O)CN1CCN(c2ccc(C)cc2)CC1 (centres undefined),3.9,1,-9,0.7,-6,0.8,-6,1.6,9,-0.3
COc1ccccc1CN1CC(C(=O)NCC2CCCO2)CC1=O (centres undefined),2.0,3,-1,1.1,6,1,1,2.5,-2,-0.1
O=C(Nc1c(Cl)cccc1Cl)c1ccc(-c2ccccc2)cc1,3.9,-2,-7,1,-6,0.9,-2,-5.7,·,0.0
CN(C)CCNc1oc(COc2ccc(Cl)cc2)nc1C#N,0.1,-3,-1,1,-8,1,-4,-1.0,0,0.0
CCOC(=O)Cn1nc(C)n(-c2ccc(C)cc2)c1=O,-0.5,-4,-5,1,-11,1,0,1.3,·,-0.2
Brc1cnc(N2CCCC2)nc1N1CCOCC1,2.9,0,3,0.9,-4,0.9,-5,-0.8,-12,-0.3
O=C(O)CSCc1ccc(C(=O)O)o1,2.2,3,-9,1.1,-8,1.1,-1,-0.1,·,-0.4

Next part:
compound,RAM network inh,TNAP inh hiacc,L major viab,PMI activator,TNAP inh noacc,PMI act satM6P,Efa HMGR inh,Redox H2O2 prof,S1P3 antag,Hsp70 act
CCOC(=O)c1ccc(N/C(=N/S(=O)(=O)c2ccccc2)c2ccccc2)cc1,2.9,-3,61*,0.9,0,0.9,-2,0.0,-10,-0.5
CCCC(=O)NNc1cc(=O)c2c(=O)n(C)c(=O)n(C)c2[nH]1,1.2,-7,0,0.8,-13,0.8,0,-0.1,·,0.1
O=C(Nc1ccc2c(c1)OCO2)Nc1cnccn1,1.9,-6,-7,0.9,-13,1,-4,2.6,1,-0.3
COC(=O)C1=NN[C@H](C(=O)OC(C)(C)C)[C@H]1c1ccccc1,-0.7,-1,-2,1.1,-1,1,-5,0.5,1,0.1
CCOC(=O)CCc1c(C)n(CC)c2ncnn2c1=O,0.1,0,-7,0.9,0,0.9,-9,-2.3,-39,0.1
Cn1ncc2nc[nH]c(=O)c21,2.7,-3,0,1,-13,1,-1,-1.3,·,-0.3
